Platelet DG rel: platelet dense granule release activity | inhibition, %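 (compounds screened at 7.5 µM in platelet-rich plasma)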 | AID 1663 | actives 0.22% (n = 300,000) | human platelet-rich plasma, SFLLRN dense granule ATP release, luminescence;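 active = mean replicate score, as percent of positive control, at or above 50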
Dyrk1A ADPGlo: inhibitors of rat Dyrk1A kinase; Q63470; ADP-Glo luminescence, NFATc1 peptide; inhibition, % at 12.5 µM; actives 0.43% (n = 310,000); AID 504441; in the data active = inhibition above about 50%;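 note: plate controls were vehicle with enzyme for no effect and no enzyme for full effect; many of its hits are not listed in these tables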
GSK3 alpha inh: blocks human GSK-3 alpha kinase. P49840. inhibition, % at 10 µM. actives 0.1% (n = 320,000). ADP-Glo luminescence, 60 min. AID 2650;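 in the data active = inhibition above about 50%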;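 note: GST-tagged GSK-3 alpha with peptide substrate and 25 µM ATP; 0% = DMSO neutral wells and 100% = GW8510 positive control wells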
Target sequence (P49840 whole entry, looked up): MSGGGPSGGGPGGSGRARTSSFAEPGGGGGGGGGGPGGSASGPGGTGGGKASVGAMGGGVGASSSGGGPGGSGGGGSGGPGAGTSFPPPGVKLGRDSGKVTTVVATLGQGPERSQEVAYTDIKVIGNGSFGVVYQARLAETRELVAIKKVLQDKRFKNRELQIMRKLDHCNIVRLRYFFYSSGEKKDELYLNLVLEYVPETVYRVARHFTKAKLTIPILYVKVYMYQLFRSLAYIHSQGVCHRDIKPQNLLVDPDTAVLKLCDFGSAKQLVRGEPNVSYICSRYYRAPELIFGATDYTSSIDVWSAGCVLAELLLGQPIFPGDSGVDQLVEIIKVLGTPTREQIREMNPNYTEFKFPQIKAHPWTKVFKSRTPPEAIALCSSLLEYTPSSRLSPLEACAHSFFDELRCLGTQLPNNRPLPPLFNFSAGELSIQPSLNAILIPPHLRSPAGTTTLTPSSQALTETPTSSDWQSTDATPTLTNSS
HSP90 inh: blocks HSP90-mediated luciferase refolding in reticulocyte lysate | actives 0.91% (n = 290,000) | inhibition, % at 5.6 µM | AID 1789 | Rabbit reticulocyte lysate, luciferase refolding luminescence, 3 h;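 active = inhibition above the screen-wide mean plus 3 SD, computed separately per campaign, cut at about 16% in these data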;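 note: 0% = DMSO wells and 100% = 60 µM geldanamycin wells; inhibitors lower the luminescence because luciferase stays unfolded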
GSK3beta inhib: inhibitors of human GSK3beta kinase; activity score (negative = inhibition), % at 10 µM; actives 0.038% (n = 300,000); GST-GSK3beta kinase, ADP-Glo luminescence, 60 min; stronger effect = lower value; P49841;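 active = more than half of replicate wells score below -50%, meaning over 50% inhibition versus plate controls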;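 note: 0% = median DMSO wells and -100% = median GW8510 positive control wells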
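Assay system: GST-fused GSK3beta enzyme, cell-free / Medium: Tris pH 7.5 buffer with MgCl2, DTT, BSA, heparin / Also added: peptide substrate plus 25 µM ATP (final) / Compound: 10 µM single point / Timing: kinase reaction with compound 60 min at room temperature / Detection: ADP-Glo luminescence / Benchmarks: DMSO neutral wells and GW8510 at 20 µM as positive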
HDAC3 inh: blocks human histone deacetylase 3. O15379. recombinant HDAC3, fluorogenic peptide/trypsin coupled, fluorescence. actives 0.15% (n = 320,000). inhibition, % at 8.3 µM; in the data active = inhibition above about 26%, passing the limit was not always enough
Target sequence (O15379 whole entry, looked up): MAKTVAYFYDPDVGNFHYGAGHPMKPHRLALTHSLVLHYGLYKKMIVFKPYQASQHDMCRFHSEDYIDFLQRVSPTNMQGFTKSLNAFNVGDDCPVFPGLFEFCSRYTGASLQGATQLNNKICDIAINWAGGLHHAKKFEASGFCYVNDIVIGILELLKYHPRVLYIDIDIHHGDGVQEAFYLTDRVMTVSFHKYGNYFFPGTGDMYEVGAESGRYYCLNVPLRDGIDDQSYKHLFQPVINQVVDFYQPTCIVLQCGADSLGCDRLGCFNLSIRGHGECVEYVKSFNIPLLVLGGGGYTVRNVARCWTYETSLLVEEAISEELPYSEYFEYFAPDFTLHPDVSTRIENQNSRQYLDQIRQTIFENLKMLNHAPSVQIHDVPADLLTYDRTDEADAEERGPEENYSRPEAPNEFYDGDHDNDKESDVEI
AI-2 QS modul: Vibrio harveyi AI-2 quorum sensing modulation; Vibrio harveyi JMH597 AI-2 luminescence/OD600 ratio, 9 h; stronger effect = lower value; strain lacks LuxN and CqsS sensors; 0 = neutral-control median; actives 0.4% (n = 300,000); activity change, % at 7.5 µM; in the data active = activity change below about -75%, passing the limit was not always enough;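 note: luminescence divided by OD600 gain over 9 h not by final OD600 alone; inactives centre near 13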
PolyA inh: inhibitors of polyadenylation in S. cerevisiae; S. cerevisiae SKY197-pL101 polyadenylation reporter, beta-gal luminescence; efflux-impaired pdr1/pdr3 knockout yeast; score 100 = 6 SD above DMSO; actives 0.02% (n = 300,000); calls only at 12 µM;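 active = lowest replicate activity score at least 50, where 100 means six control SD above control mean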;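 note: yeast exposed to compound for 9 h at 30 °C; higher score means more reporter readthrough which indicates perturbed polyadenylation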
HSF1 inh: HSF1 inhibition. NIH3T3-HGL HSE-luciferase, MG132-induced, luminescence 8 h; stronger effect = lower value. actives 0.77% (n = 300,000). activity change, negative = inhibition, % at 7.5 µM (by protocol);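 active = more than half of replicate wells show activity change below -50%, luminescence cut by over half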;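 note: luciferase reports HSF-1 transcriptional activity via heat shock element; 0% = median of DMSO wells and -100% = zero luminescence signal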
HSF-1 act: increases HSF-1 driven luciferase reporter signal | NIH3T3-HGL HSF-1 luciferase reporter, MG132, 8 h; 100% = twice DMSO control signal | activation, % at 9 µM | actives 1.7% (n = 300,000);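 active = mean replicate activation of at least 50% with a set share of replicates each reaching 50%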;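 note: 0% = median of the neutral control wells and 100% = twice that signal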
Numbers without * were called inactive; i = inactive; nt = not tested or not shown; & = joins results of further samples. Only part of the results is shown. The share of hits here may be higher or lower than overall.

Every second line gives: Platelet DG rel	Dyrk1A ADPGlo	GSK3 alpha inh	HSP90 inh	GSK3beta inhib	HDAC3 inh	AI-2 QS modul	PolyA inh	HSF1 inh	HSF-1 act
Cc1cc(NC(=O)C2CC(c3ccc(F)cc3)=NO2)n(-c2ccccc2)n1 (centres undefined)
    -12	0	-1	3	-4	-3	33	i	2	5
CCC(C)Nc1ncnc2c1cnn2Cc1ccc(Cl)cc1 (centres undefined)
    -6	4	0	7	-2	6	21	i	0	1
O=C(CCN1C(=O)c2ccncc2C1=O)Nc1ccc2c(c1)OCCO2
    -7	4	0	2	-2	1	13	i	-15	-23
COc1ccc(C)cc1S(=O)(=O)n1c([N+](=O)[O-])cnc1C
    7	-5	-1	0	1	-4	10	i	-3	-3
CC1CCCCC12NC(=O)N(CC(=O)NC(=O)NCc1ccco1)C2=O (centres undefined)
    0	8	0	4	-1	4	9	i	1	-7
CCOc1ccc(-n2cc(-c3ccc(OC)c(OC)c3)[nH]c2=S)cc1
    3	-1	-2	2	-1	2	23	i	58	55*
Cc1ccc(-c2n[nH]c(=S)c3ccccc23)cc1S(=O)(=O)NCC1CCCO1 (centres undefined)
    0	5	0	2	2	-3	20	i	6	-14
Cc1cccc(NC(=O)C2CCCN(S(=O)(=O)c3cccc4nsnc34)C2)n1 (centres undefined)
    1	-3	1	2	-4	4	31	i	-4	-2
CC(C)CN(C(=O)COC(=O)Cc1n[nH]c(=O)c2ccccc12)C1CCS(=O)(=O)C1 (centres undefined)
    -1	-10	-1	0	2	3	27	i	1	11
O=C(Nc1cccc2c1CCCC2)c1ccncc1
    -1	0	1	-1	-1	-2	12	i	-1	3
CN(C)c1ccc(N=C/C=C2/N(C)c3ccccc3C2(C)C)cc1
    8	4	nt	3	-3	nt	20	i	-17	-18
CCOC(=O)C1=C(C)NC(C)=C(C(=O)OCC)C1
    -15&3	21&1	-4&-2	-1&-2	1&1	5&-7	18&6	i	-6	-2
O=C(Nc1ccccc1-c1nnn(CC(=O)N2CCCc3ccccc32)n1)c1cccc(Cl)c1
    -2	nt	-2	-5	1	0	28	i	-3	-9
CS(=O)(=O)N(CC(=O)N/N=C/c1ccccn1)c1ccc(Oc2ccccc2)cc1
    6	0	0	-1	2	11	28	i	5	9
Nc1c(C=C2C=CC(=O)C=C2)c(=O)nc2sc(CC(=O)N3CCOCC3)nn12
    9	-2	2	-1	1	9	45	i	-3	-4
O=C(N/N=C/C(Br)=C/c1ccccc1)c1ccncc1
    -36	11	6	3	-2	8	17	i	8	34
CCC(NC(=S)NC1CCCCC1)c1ccc(C(C)C)cc1 (centres undefined)
    9	-15	-2	-2	0	8	22	i	5	13
CCOc1ccc2nc(NCCCO)[nH]c2c1
    -27	-1	-4	1	0	3	0	i	1	8
Cn1c(=O)c(C(=O)CN2CCOCC2)c(N)n(Cc2ccccc2)c1=O
    -3	-6	-2	2	-3	8	-7	i	-28	-44
Cc1ccc(-n2c(CCC(=O)O)ccc2-c2cccs2)cc1
    -1	-3	-6	5	4	-11	-3	i	-2	21
O=C(Nc1cccc(F)c1)NC1CCN(Cc2ccccc2)CC1
    7	6	0	0	3	10	-12	nt	-5	17
CCCCOc1ccc(CCC(=O)N/N=C/c2ccco2)cc1
    -8	1	-2	0	2	3	13	i	-1	11
O=C(c1ccco1)N1CCN(Cc2nc(-c3cccs3)no2)CC1
    6	2	7	2	0	nt	-6	i	0	-10
Cc1cc(C)cc(OCc2ccc(C(=O)NC3CCOC3=O)o2)c1 (centres undefined)
    -1	-4	-1	2	3	7	14	i	1	-6
CC1(C)CC2CC(C)(CN2S(=O)(=O)c2ccc(N)cc2)C1 (centres undefined)
    -2	-4	-3	2	2	-8	11	i	3	0
CCN(CC)C(=O)COc1ccc2c3c(c(=O)oc2c1)CCCC3
    -12	4	nt	-2	5	-22	9	i	7	17
Cn1c(CNC(=O)Nc2ccccc2)nnc1SCc1ccccc1
    nt	4	-2	-1	0	3	26	i	11	1
O=C(O)C(CCCCNS(=O)(=O)c1ccc(F)cc1)NS(=O)(=O)c1ccc(F)cc1 (centres undefined)
    10&1	4&-4	-4&-4	2&4	-4&2	0&1	0&4	i	-3&4	1&9
Cc1cccc(C(=O)N2CCC(N3CCC(C(=O)N4CCOCC4)CC3)CC2)c1
    -1	-7	-2	-4	1	0	14	i	4	1
CN1C(=O)/C(=C/c2ccccc2OCc2ccccc2)NC1=S
    2	-1	-3	0	-1	4	13	i	8	23

Part of the list above with just HSF-1 act, GSK3 alpha inh and AI-2 QS modul.
SMILES | HSF-1 act | GSK3 alpha inh | AI-2 QS modul
O=C(N/N=C/C(Br)=C/c1ccccc1)c1ccncc1 | 34 | 6 | 17
CCC(NC(=S)NC1CCCCC1)c1ccc(C(C)C)cc1 (centres undefined) | 13 | -2 | 22

The results go on:
Every second line gives: Platelet DG rel	Dyrk1A ADPGlo	GSK3 alpha inh	HSP90 inh	GSK3beta inhib	HDAC3 inh	AI-2 QS modul	PolyA inh	HSF1 inh	HSF-1 act
Cc1nnc(C)c2c(C)n(C(C)c3ccccc3)c(C)c12 (centres undefined)
    -1	-4	1	2	-1	8	14	i	-1	17
O=C(NCCC(=O)N1CCCCCCC1)c1ccc(Cl)cc1
    7	7	-1	nt	-10	2	-2	i	1	-24
CC(=O)Nc1ccc(C(=O)N2CCN(C(=O)c3ccco3)CC2)cc1
    -4	8	-5	11	11	-1	31	i	-5	-2
Cc1ccc(S(=O)(=O)N=S(CCO)CCO)cc1
    3	-1	-7	0	5	-6	14	i	-1	4
COc1ccc(NC(=S)N2CCCC2)cc1OC
    4	-1	-3	-2	3	-1	20	i	-8	6
COCCN(CCOC)C(=O)C12CCC(C)(C(=O)C1)C2(C)C (centres undefined)
    -6	-2	0	1	2	-5	-2	i	-10	10
O=c1[nH]c(=S)n(C2CCCCC2)c(O)c1C=NCCN1CCOCC1
    2	16	30	1	-21	7	16	i	-10	-5
COc1ccccc1OCCn1cc(/C=N/n2cnnc2)c2ccccc21
    13	14	-1	-5	0	2	16	i	3	28
O=C(O)CC1CCS(=O)(=O)C1 (centres undefined)
    -2	1	-3	3	0	-3	9	i	2	3
CC(C)(C)n1ncc2c(=O)n(Cc3c(F)cccc3Cl)cnc21
    1	1	4	-2	-5	1	10	i	5	-5
Cc1csc(=S)n1-c1ccccc1
    4	11	15	6	1	-3	14	i	-15	11
COc1nc(Oc2ccc(C(=O)O)cc2)nc(Oc2ccc(C(=O)O)cc2)n1
    -1	-6	-1	-2	1	-3	31	i	-11	-5
Cc1cnc([N+](=O)[O-])n1CCOC(=O)NC(=O)c1ccc(C(F)(F)F)cc1
    -4	nt	-3	-3	3	14	13	i	3	4
Oc1ccc(-c2nnc(Nc3cccc(O)c3)c3ccccc23)cc1
    29	18	3	-2	-3	4	12	i	6	2
CCCN1CCc2c(sc3nc(SC)n(-c4ccccc4)c(=O)c23)C1
    7	nt	0	-1	1	7	18	i	4	-7
COC(=O)c1ccc(NC(=O)CSc2nncn2-c2ccccn2)cc1
    1	-2	-2	3	-1	-9	6	i	-3	-11
O=C(C1=C(O)C(=O)N(CCN2CCOCC2)C1c1ccccn1)c1cccs1 (centres undefined)
    nt	-5	-1	0	1	-7	9	i	-2	-9
CC1CCc2sc(C(=O)OCC(=O)NC(N)=O)cc2C1 (centres undefined)
    2	2	-2	1	-1	-3	10	i	3	-8
O=C(Cn1cc(C(F)(F)F)ccc1=O)N1CCN(S(=O)(=O)c2ccc(Cl)cc2)CC1
    1	-5	2	0	1	-7	13	i	1	-2
COc1cccc(NC(=O)COc2ccc(C(=S)N3CCN(C)CC3)cc2OC)c1
    8	4	-1	4	-2	-2	5	i	-7	-8
O=C(NC1=NCCS1)c1ccc(Cl)cc1
    -5	2	1	-1	0	1	13	i	22	35
CCN(CC)S(=O)(=O)c1ccc(C(=O)Nc2cc3oc4ccccc4c3cc2OC)cc1
    -30	5	0	-2	4	6	5	i	2	8
O=C(CNC(=O)c1cccc(Br)c1)N/N=C/c1ccc2c(c1)OCO2
    12	2	-3	-3	2	3	-41	i	-8	-5

Structures from the list above that have a halogen, in the order listed:
Every second line gives: Platelet DG rel	Dyrk1A ADPGlo	GSK3 alpha inh	HSP90 inh	GSK3beta inhib	HDAC3 inh	AI-2 QS modul	PolyA inh	HSF1 inh	HSF-1 act
Cc1cc(NC(=O)C2CC(c3ccc(F)cc3)=NO2)n(-c2ccccc2)n1 (centres undefined)
    -12	0	-1	3	-4	-3	33	i	2	5
CCC(C)Nc1ncnc2c1cnn2Cc1ccc(Cl)cc1 (centres undefined)
    -6	4	0	7	-2	6	21	i	0	1
O=C(Nc1ccccc1-c1nnn(CC(=O)N2CCCc3ccccc32)n1)c1cccc(Cl)c1
    -2	nt	-2	-5	1	0	28	i	-3	-9
O=C(N/N=C/C(Br)=C/c1ccccc1)c1ccncc1
    -36	11	6	3	-2	8	17	i	8	34
O=C(Nc1cccc(F)c1)NC1CCN(Cc2ccccc2)CC1
    7	6	0	0	3	10	-12	nt	-5	17
O=C(O)C(CCCCNS(=O)(=O)c1ccc(F)cc1)NS(=O)(=O)c1ccc(F)cc1 (centres undefined)
    10&1	4&-4	-4&-4	2&4	-4&2	0&1	0&4	i	-3&4	1&9
O=C(NCCC(=O)N1CCCCCCC1)c1ccc(Cl)cc1
    7	7	-1	nt	-10	2	-2	i	1	-24
CC(C)(C)n1ncc2c(=O)n(Cc3c(F)cccc3Cl)cnc21
    1	1	4	-2	-5	1	10	i	5	-5
Cc1cnc([N+](=O)[O-])n1CCOC(=O)NC(=O)c1ccc(C(F)(F)F)cc1
    -4	nt	-3	-3	3	14	13	i	3	4
O=C(Cn1cc(C(F)(F)F)ccc1=O)N1CCN(S(=O)(=O)c2ccc(Cl)cc2)CC1
    1	-5	2	0	1	-7	13	i	1	-2
O=C(NC1=NCCS1)c1ccc(Cl)cc1
    -5	2	1	-1	0	1	13	i	22	35
O=C(CNC(=O)c1cccc(Br)c1)N/N=C/c1ccc2c(c1)OCO2
    12	2	-3	-3	2	3	-41	i	-8	-5

From PubChem
